Screens from PubChem.
IMPase cell inh: cell-permeable inhibitors of inositol monophosphatase (IMPase) | P97697 | CHO-M1 cells, IP1 accumulation, HTRF TR-FRET ratio | inhibition (IP1 accumulation), % at 46.1 µM | 120,000 tested, under 10 active; active = well fitted curve in the direction sought with a large enough effect in the signal ratio, not every such curve was filed as active; inconclusive = small, poorly fitted or top-dose-only effect, or a change in a side signal; inactive = no such curve, though single readings can be large or run the other way; the % refers to the signal ratio;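 also: cells stimulated with carbachol in lithium chloride buffer; plate controls were DMSO basal wells for no effect and reference inhibitor wells for full effect; higher means more IMPase inhibition seen as more IP1 and lower FRET ratio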
Target sequence (P97697 whole entry, looked up): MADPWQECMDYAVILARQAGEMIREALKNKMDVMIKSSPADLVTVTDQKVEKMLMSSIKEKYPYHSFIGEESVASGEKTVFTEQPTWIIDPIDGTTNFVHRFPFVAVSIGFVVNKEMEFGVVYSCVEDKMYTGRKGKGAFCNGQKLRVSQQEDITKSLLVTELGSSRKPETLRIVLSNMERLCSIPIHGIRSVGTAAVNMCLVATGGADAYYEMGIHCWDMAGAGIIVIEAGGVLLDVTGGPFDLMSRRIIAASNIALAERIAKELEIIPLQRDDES
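The IP-One HTRF competitive assay in carbachol-stimulated CHO-M1 cells quantifies cellular IP1. Compounds spanned up to 46 uM final, and activity is expressed as AC50 from concentration-response fits of the ratio and donor data.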
PNC inhibitor: perinucleolar compartment assembly inhibition; PC3M PTB-GFP, PNC prevalence imaging, 16 h; active compounds read low; activity change (PNC), negative = inhibition, % at 10 µM; 140,000 compounds, 3.1% hits; AID 2417;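 active = readout at or below -70, meaning at least 70% loss of cells showing the perinucleolar compartment, a nuclear body marking cancer cells; inconclusive = readout between -30 and a set limit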;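 also: plate controls were DMSO wells for no effect and camptothecin positive control wells for full effect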
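PC3M cells stably expressing PTB-GFP, 750–1000 cells/well, treated 16 h at 37 °C with compound (23 nl of library stock), in duplicate. After paraformaldehyde fixation and Hoechst stain, imaged at 20x; PNC prevalence scored by image analysis.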
12-hLO inh: inhibitors of human 12-lipoxygenase (ALOX12) | purified 12-hLO, xylenol orange hydroperoxide absorbance | Potency, µM (titrated, usually from 57.1 µM), without a hit: top-dose activity change, negative = inhibition, usual class: inhibitors | 150,000 compounds, 0.12% hits | AID 1452; also: potency is read from the fitted curve at half-maximal effect; nearly all actives have a fitted effect of over 55% in size; many of its hits are not listed in these tables
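150 nM 12hLO, 25 mM Hepes pH 7.0 + 0.01% Triton X-100; cpd preinc 15 min RT; 40 uM arachidonic acid, 30 min RT; Fe-XO 30 min; A573/A405 ratio as read-out.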
15-hLO-2 inh: 15-hLO-2 (ALOX15B) enzyme inhibition; O15296; purified 15hLO-2, xylenol orange hydroperoxide absorbance; Potency, µM (top dose mostly 57.1 µM), inactives show at the top dose activity change, negative = inhibition, usual class: inhibitors; 110,000 compounds, 0.56% hits; AID 881; also: potency is read from the fitted curve at half-maximal effect; nearly all actives have a fitted effect of over 60% in size; many of its hits are not listed in these tables
Target sequence (O15296 whole entry, looked up): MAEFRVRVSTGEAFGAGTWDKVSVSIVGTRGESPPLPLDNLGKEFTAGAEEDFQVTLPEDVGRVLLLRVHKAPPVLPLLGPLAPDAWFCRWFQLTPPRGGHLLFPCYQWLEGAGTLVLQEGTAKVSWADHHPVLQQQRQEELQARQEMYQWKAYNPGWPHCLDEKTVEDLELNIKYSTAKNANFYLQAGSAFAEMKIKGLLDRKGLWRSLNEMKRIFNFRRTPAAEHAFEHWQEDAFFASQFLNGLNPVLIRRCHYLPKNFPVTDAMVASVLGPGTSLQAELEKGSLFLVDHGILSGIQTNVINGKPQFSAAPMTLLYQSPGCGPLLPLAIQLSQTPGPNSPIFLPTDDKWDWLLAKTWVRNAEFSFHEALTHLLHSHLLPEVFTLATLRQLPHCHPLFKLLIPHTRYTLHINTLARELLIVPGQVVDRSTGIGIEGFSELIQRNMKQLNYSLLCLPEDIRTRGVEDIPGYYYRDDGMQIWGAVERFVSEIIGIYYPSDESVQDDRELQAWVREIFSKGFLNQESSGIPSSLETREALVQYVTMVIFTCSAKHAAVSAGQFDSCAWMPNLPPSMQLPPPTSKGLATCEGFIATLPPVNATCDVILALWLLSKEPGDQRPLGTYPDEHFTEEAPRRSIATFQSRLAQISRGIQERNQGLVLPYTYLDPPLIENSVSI
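Enzyme 50 nM, AA 45 uM, 25 mM Hepes pH 7.5 + 0.01% Triton X-100; cpd preinc 15 min RT, rxn 90 min RT; stop/detect with 200 uM XO + 300 uM Fe(II) in 50 mM H2SO4, 30 min; A573/A405.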
* = called active by the depositor; u = inconclusive; x = no result given; [ ] = remark or other dose. Unless noted, calls follow the shape of the dose curve; as a rule, active = well fitted curve in the direction sought with a large enough effect; inconclusive = small, poorly fitted or top-dose-only effect, or another doubt; inactive = no such curve, though single readings can be large; an effect the other way counts as inactive or inconclusive. Unless noted, % is scaled to controls: 0 for no effect and ±100 for the full control effect. Only part of the results is shown; count on the stated rates, not on these rows.

SMILES | IMPase cell inh | PNC inhibitor | 12-hLO inh | 15-hLO-2 inh
CC(=O)Nc1nc(C=C(Cl)Cl)cs1 | 10.0 | 10.8 | -6.1% | -20.8%
COc1ccc(O[C@H]2C=C[C@@H](c3ccccc3)O[C@@H]2COC(=O)CC/C(C)=N/OC[C@@H](O)COCc2ccco2)cc1 | x | -2.5 | -0.9% | x
O=C(c1ccc(F)cc1)N1CCN(c2cc(N3CCCCC3)c(F)cc2[N+](=O)[O-])CC1 | 10.5 | 41.1 | -8.1% | -7.4%
CCCOc1cc(CN2CCCCC2)cc(C(C)=O)c1 | -0.9 | 9.5 | 2.0% | 10.2%
Cc1cccc(NC(=O)CCNC(=O)c2ccco2)c1 | -19.9 | -26.4 | -0.6% | x
O=C(NCCCc1ccccc1)c1ccccc1 | 7.7 | 5.1 | 2.3% | 12.0%
COC(=O)Nc1ccc(S(=O)(=O)N2CCCC(C(=O)NC3CCS(=O)(=O)C3)C2)cc1 (centres undefined) | x | u | 0.9% | x
CCOC(=O)C1=C(C)NC(C)=C(C(=O)OCC)C1c1sccc1C | 6.2 | 20.8 | -2.0% | -2.9%
COc1ccc(NC(=O)C2CCN(S(=O)(=O)c3cccc4cccnc34)CC2)cc1OC | u | 14.0 | 2.2% | x
CC(NC(=O)c1ccc(Br)cc1)c1ccc2c(c1)CCCC2 (centres undefined) | -12.7 | u | -2.7% | x
O=S(=O)(NCc1ccc(F)cc1)c1cccc(S(=O)(=O)N2CCOCC2)c1 | 2.4 | 21.8 | -1.7% | -1.8%
CCc1ccc(NC(=S)NNC(=O)c2ccccc2OC(F)F)cc1 | x | u | -1.2% | x
Cc1cccc2nc(CSCc3ccco3)cn12 | u | -11.6 | -5.6% | 12.5%
O=C(Cc1csc(Nc2nc(=S)[nH]c3ccccc23)n1)NCc1cccc(Cl)c1 | 0.8 | u | -1.7% | -12.5%
CCOC(=O)C1=C(C)OC(N)=C(C(=O)OCC)C1c1cccnc1 (centres undefined) | -8.4 | -5.0 | -0.2% | 3.7%
Cc1ccc(N(CC(=O)NC(C)c2ccccc2)S(=O)(=O)c2cccs2)cc1 (centres undefined) | 0.2 | 24.1 | 2.2% | -10.6%
Cc1ccc(OCC(=O)NCc2ccccn2)c(Br)c1 | 4.4 | u | -6.6% | -6.1%
Cc1cc(NC(=O)C2C3C(=O)N(Cc4ccc(Cl)cc4)C(C(=O)NCc4ccccc4)C34C=CC2(C)O4)no1 (centres undefined) | u | 12.2 | -9.3% | -6.1%
CN(C)c1nc(NCc2ccccc2)nc(N/N=C/c2ccc3c(c2)OCO3)n1 | x | -13.1 | -16.3% | x
Cc1ccn2cc(CNS(=O)(=O)c3ccc4c(c3)OCCO4)nc2c1 | 5.6 | -21.9 | 0.1% | 3.6%
Cc1cc(NC(=O)Cn2c(=O)c3c(ncn3CC(C)C)n(Cc3ccccc3)c2=O)no1 | 1.1 | 18.8 | -6.3% | -8.3%
Cc1cc(N2CCC(C(=O)N3CCN(c4cccc(C)c4C)CC3)CC2)n2ncnc2n1 | 9.8 | 26.4 | -0.4% | 2.6%
Cc1ccc(C)c(S(=O)(=O)N2CCN(CC(=O)Nc3ccc([N+](=O)[O-])cc3)CC2)c1 | x | -18.8 | -1.7% | x
Cc1cc(C(=O)NCC(=O)OCC(=O)N(C2CCCCC2)C2CCCCC2)ccc1[N+](=O)[O-] | x | 4.1 | -2.3% | x
Cc1ccccc1NC(=O)NCCN1C(=O)C2C3C=CC(C3)C2C1=O (centres undefined) | -4.1 | -4.4 | 2.6% | -0.6%

(cont.)
SMILES | IMPase cell inh | PNC inhibitor | 12-hLO inh | 15-hLO-2 inh
CCn1c(CSc2nc(C)cc(C)n2)nnc1SCC(=O)Nc1cccc2ccccc12 | -2.8 | -107.1* | -1.0% | -3.2%
COc1cccc(NC(=O)COC(=O)c2nc3nccc(C)n3n2)c1 | 2.2 | 81.3 | 0.4% | 9.0%
FC(F)(F)c1cc(CN2CC[C@@]3(CCCNC3)C2)cc(C(F)(F)F)c1 | x | x | -2.0% | 44.0%[activator]
CC(=O)c1c(C)[nH]c(C(=O)NC2CCCCC2)c1C | -3.1 | -21.4 | -3.6% | 1.8%
CCN(CC)CCCNC(=O)C1CCC(=O)N(c2ccc(OC)cc2)C1c1ccc(F)cc1 (centres undefined) | -0.5 | 62.0 | 7.7% | 3.2%
O=C(O)CC1(c2ccccc2)C(=O)c2ccccc2C1=O | 9.3 | u | -1.0% | -1.2%
Cc1ccccc1-c1nc(CS(=O)CC(=O)NCCN2CCN(Cc3ccccc3)CC2)c(C)o1 (centres undefined) | -2.9 | -17.6 | 5.0% | x
Cn1cccc1/C=N/n1c(-c2ccc(Cl)cc2Cl)n[nH]c1=S | 2.6 | 14.8 | -4.3% | -27.4%
CC(Sc1nnnn1C)C(=O)Nc1ccc(N2CCOCC2)cc1 (centres undefined) | 3.9 | 25.8 | -8.6% | -10.5%
O=C1c2ccccc2C(Nc2ccc3c(c2)OCCO3)N1Cc1ccco1 (centres undefined) | 20.2 | u | -2.5% | x
CCC(=O)Oc1ccc(C/C(=N\O)c2ccc(O)cc2O)o1 | 1.9[1.84 µM] | 1.1 | -3.7% | -1.8%[11.4 µM]
Cc1noc(C)c1C(=O)N1CCC2(CCCN(Cc3ccccc3)C2)CC1 | x | x | -3.4% | 3.4%
N#CC1=C(N)NC(SCc2ccc(Br)cc2)=C(C#N)C12CCCCC2 | 10.4 | 35.4 | -8.8% | x
COc1cc(S(=O)(=O)N2CCN(c3ccccc3F)CC2)c(OC)cc1Cl | 5.7 | -13.7 | 2.1% | x
C=CCn1c(SCc2nc(N)nc(N3CCCCC3)n2)nnc1-c1ccco1 | -7.7 | -10.8 | -3.0% | 1.1%
CCc1ccc2c(c1)C(c1ccc([N+](=O)[O-])cc1)=NNC(c1ccc(C)cc1)=N2 | x | -9.7 | 0.1% | x
CCOC(=O)c1nn(-c2ccc(C)c(C)c2)cc1O | 3.5 | 6.9 | -2.1% | -0.4%
CC(C)=C1C2CCC1C(C(=O)NCc1ccccc1)C2C(=O)O (centres undefined) | -2.5 | u | -1.4% | -1.6%
CCN(Cc1ccccc1)c1ccc(/C=C(\C#N)c2ccccn2)cc1 | 0.0 | u | 5.1% | x
COCCn1c(-c2ccc(Cl)cc2)cnc1SCC(=O)NCc1cccs1 | u | -2.5 | -4.2% | 20.6%
COc1ccc(-c2nc(C#N)c(NCCCN3CCOCC3)o2)cc1 | -20.3 | -7.3 | 2.0% | 0.0%
COc1cc2oc(=O)cc(-c3ccc(-c4ccc(C(F)(F)F)cc4)cc3)c2c(OC)c1OC | x | x | 0.8%[0.00818 µM] | -9.7%[0.0915 µM]
CCOC(=O)C1=C(N)OC(CCl)=C(C#N)C1c1ccsc1 (centres undefined) | x | -12.1 | 6.4% | x
c1ccc(-c2nc(-n3ccnc3)nc(-n3ccnc3)n2)cc1 | 0.3[1.84 µM] | -7.7 | 17.2% | -9.8%[11.4 µM]
Cc1ccc(-n2c(SCC(=O)Nc3cc(S(=O)(=O)N4CCOCC4)ccc3Cl)nc3ccccc3c2=O)cc1 | x | 10.7 | 1.4% | x

Carrying on:
SMILES | IMPase cell inh | PNC inhibitor | 12-hLO inh | 15-hLO-2 inh
COc1cccc(-c2nn(C)c3sc(C(=O)N4CCN(c5ccccn5)CC4)cc23)c1 | 24.5 | 29.5 | -5.7% | 28.4%
CC(C)(C)C1=C(C#N)C(c2ccncc2)C(C#N)=C(N)O1 (centres undefined) | x | -22.6 | 2.1% | x
CCOc1ccc(Nc2nc(Cc3nnc(SCC(=O)NCC4CCCO4)n3C)cs2)cc1 (centres undefined) | 5.7 | -5.6 | -0.4% | -6.8%
CCc1ccc(Nc2nnc(SCC(=O)Nc3cccc(S(=O)(=O)NC4=NCCCCC4)c3)s2)cc1 | x | 0.0 | -5.6% | x
Cc1ccsc1CNn1cnnc1SCc1ccc(Cl)cc1 | -8.9 | 34.1 | -7.4% | x
CC1(C)Cc2c(ccc3ccccc23)/C(=C/C#N)N1 | 3.4 | u | -15.8% | -11.5%
CCC(=O)NC(c1ccc(C)cc1)c1cc([N+](=O)[O-])c2cccnc2c1O (centres undefined) | x | u | u | x
O=C(N/N=C/c1ccc(-c2cccc(C(F)(F)F)c2)o1)c1ccccc1Br | 4.3 | -22.9 | -1.9% | -5.5%
CCCC(=O)Nc1nc2ccc3nc(C)sc3c2s1 | 3.6 | 26.0 | -11.6% | -19.9%
Cc1cc(Cl)ccc1Oc1nccc(N(C)C)c1C#N | 11.9 | -2.7 | -8.4% | 10.4%
CCC(CC)NC(=O)c1ccccc1Oc1ccccc1 | 3.9 | u | -1.4% | 0.1%
COc1ccc(OC)c(NC(=O)CNC(=O)Cn2cnc3ccccc3c2=O)c1 | 4.3 | 11.3 | 3.3% | -2.9%
C=CCNC(=O)CCCC(=O)NCC=C | 10.5 | 23.7 | -7.4% | -10.8%
O=C(NCCc1c[nH]c2ccccc12)/C(=C\c1cccs1)NC(=O)c1ccccc1 | x | -0.6 | -3.3% | x
COc1ccc(/C(O)=C2/C(=O)C(=O)N(CC3CCCO3)C2c2ccc(OC)c(OC)c2)cc1 (centres undefined) | u | -17.4 | 1.9% | 10.4%
Cc1c(NC(=O)CSc2nnnn2-c2ccc(O)cc2)c(=O)n(-c2ccccc2)n1C | -2.4 | u | 3.8% | -2.9%
COc1ccc(N2C(=O)CC(Sc3ncccc3C(=O)O)C2=O)cc1 (centres undefined) | -8.6 | -3.1 | -4.7% | -4.7%
CCOC(=O)c1c[nH]c(=O)c(Br)c1O | x | 14.5 | -0.8% | x

Grouped by structure: the entries above containing a Cl atom.
SMILES | IMPase cell inh | PNC inhibitor | 12-hLO inh | 15-hLO-2 inh
CC(=O)Nc1nc(C=C(Cl)Cl)cs1 | 10.0 | 10.8 | -6.1% | -20.8%
O=C(Cc1csc(Nc2nc(=S)[nH]c3ccccc23)n1)NCc1cccc(Cl)c1 | 0.8 | u | -1.7% | -12.5%
Cc1cc(NC(=O)C2C3C(=O)N(Cc4ccc(Cl)cc4)C(C(=O)NCc4ccccc4)C34C=CC2(C)O4)no1 (centres undefined) | u | 12.2 | -9.3% | -6.1%
Cn1cccc1/C=N/n1c(-c2ccc(Cl)cc2Cl)n[nH]c1=S | 2.6 | 14.8 | -4.3% | -27.4%
COc1cc(S(=O)(=O)N2CCN(c3ccccc3F)CC2)c(OC)cc1Cl | 5.7 | -13.7 | 2.1% | x
COCCn1c(-c2ccc(Cl)cc2)cnc1SCC(=O)NCc1cccs1 | u | -2.5 | -4.2% | 20.6%
CCOC(=O)C1=C(N)OC(CCl)=C(C#N)C1c1ccsc1 (centres undefined) | x | -12.1 | 6.4% | x
Cc1ccc(-n2c(SCC(=O)Nc3cc(S(=O)(=O)N4CCOCC4)ccc3Cl)nc3ccccc3c2=O)cc1 | x | 10.7 | 1.4% | x
Cc1ccsc1CNn1cnnc1SCc1ccc(Cl)cc1 | -8.9 | 34.1 | -7.4% | x
Cc1cc(Cl)ccc1Oc1nccc(N(C)C)c1C#N | 11.9 | -2.7 | -8.4% | 10.4%
